NALP1 inh = inhibitors of NALP1 inflammasome in yeast; 280,000 compounds, 0.61% hits; inhibition, % at 10 µM; S. cerevisiae NALP1/ASC/caspase-1 growth, X-gal OD620, 72 h; in the data active = inhibition mostly above about 24%, no sharp cut-off; inactive = mostly below about 32%; note: some compounds called inactive have numbers as strong as hits
GPR7 antagonist = human neuropeptides B/W receptor 1 antagonism. inhibition, % at 4.4 µM. 290,000 compounds, 1.1% hits. P48145. GPR7-expressing cells, fluorescence antagonist assay. AID 1861; in the data active = inhibition above about 16%, passing the limit was not always enough;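 note: cells stimulated with the agonist NPW; 0% = agonist with vehicle and 100% = vehicle without agonist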
PHOSPHO1 block = blocks human PHOSPHO1 phosphatase activity; Q8TCT1; recombinant PHOSPHO1, absorbance phosphatase assay; inhibition, % at 13.3 µM; 290,000 compounds, 1.1% hits; AID 1565; in the data active = inhibition above about 60%
M18AAP inhibitor = blocks P. falciparum M18 aspartyl aminopeptidase; 290,000 compounds, 1.2% hits; inhibition, % at 7.35 µM; AID 1822; recombinant PfM18AAP, H-Glu-NHMec fluorogenic cleavage;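 active = inhibition above the campaign mean inhibition over all tested compounds plus 3 SD, cut at about 28% in these data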;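 note: 0% = plate median of test compound wells and 100% = 2 mM ZnCl2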
MEKK3 PB1 HTS = MEKK3-MEK5 PB1 interaction, increase or decrease; Q99759; bead-based flow cytometry, Alexa488-MEK5 binding to MEKK3; actives lie on both sides; 0 = blocked by unlabeled MEK5, 100 = vehicle; binding response (% of control), % at 10 µM; 290,000 compounds, 1.4% hits; AID 1529;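 active = binding response more than 3 SD above or below the average of its plate-row segment, actives on both sides; inconclusive = wells at one plate position flagged as instrument error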;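 note: Alexa488 bead fluorescence after subtracting the streptavidin-only scavenger bead signal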
Target sequence (Q99759 whole entry, looked up): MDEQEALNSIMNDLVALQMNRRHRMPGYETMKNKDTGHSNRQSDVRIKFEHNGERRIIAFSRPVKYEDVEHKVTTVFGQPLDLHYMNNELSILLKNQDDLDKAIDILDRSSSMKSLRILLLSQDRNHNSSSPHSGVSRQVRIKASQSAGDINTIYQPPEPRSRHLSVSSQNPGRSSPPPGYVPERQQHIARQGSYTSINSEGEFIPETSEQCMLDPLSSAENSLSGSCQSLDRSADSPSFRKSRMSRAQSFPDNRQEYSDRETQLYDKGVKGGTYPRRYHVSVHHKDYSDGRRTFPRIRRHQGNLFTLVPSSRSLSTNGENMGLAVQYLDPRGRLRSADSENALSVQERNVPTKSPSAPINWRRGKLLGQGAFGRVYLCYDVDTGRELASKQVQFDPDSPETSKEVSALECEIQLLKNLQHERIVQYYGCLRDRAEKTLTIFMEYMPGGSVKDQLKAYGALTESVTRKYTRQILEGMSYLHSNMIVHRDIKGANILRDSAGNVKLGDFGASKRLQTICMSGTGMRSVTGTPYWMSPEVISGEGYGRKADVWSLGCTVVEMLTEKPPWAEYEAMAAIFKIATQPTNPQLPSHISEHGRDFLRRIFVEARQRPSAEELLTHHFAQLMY
OXTR ag = agonists of human oxytocin receptor; P30559; CHO-OTR cells, Fluo-8 calcium fluorescence; normalized: DMSO 0%, oxytocin 100%; AID 2435; 320,000 compounds, 0.32% hits; activation, % at 3 µM;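 active = activation above the mean of all tested compounds plus 3 SD, cutoff set per screening run, cut at about 20% in these data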;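 note: peak over basal fluorescence ratio from a 100 s FLIPR kinetic read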
Target sequence (P30559 whole entry, looked up): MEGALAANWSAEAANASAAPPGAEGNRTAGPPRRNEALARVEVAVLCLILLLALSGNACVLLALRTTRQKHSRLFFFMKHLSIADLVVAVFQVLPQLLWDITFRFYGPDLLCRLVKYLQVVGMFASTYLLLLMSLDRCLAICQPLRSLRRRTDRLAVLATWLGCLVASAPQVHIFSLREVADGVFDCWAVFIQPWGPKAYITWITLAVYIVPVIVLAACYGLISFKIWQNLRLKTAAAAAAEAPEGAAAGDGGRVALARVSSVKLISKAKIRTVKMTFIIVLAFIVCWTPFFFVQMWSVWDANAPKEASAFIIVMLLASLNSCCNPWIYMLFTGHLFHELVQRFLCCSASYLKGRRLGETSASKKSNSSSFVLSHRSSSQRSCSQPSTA
MEKK2 mut-MEK5 = signal of MEK5 binding to mutant human MEKK2 PB1 domain; bead flow cytometry, Alexa488-MEK5 binding to MEKK2 mutant; percent response, % at 10 µM; 290,000 compounds, 0.35% hits; in the data active = percent response above about 24%, passing the limit was not always enough; note: inactives centre near 1; some results filed as inactive read as strong as hits; reference of the scale not given here
DNA FID counter = displaces DNA intercalator in HCV helicase counter-screen; DNA fluorescent intercalator displacement, fluorescence; inhibition, % at 7.9 µM; 290,000 compounds, 0.17% hits; AID 1845; in the data active = inhibition above about 37%;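 note: 0% = vehicle and 100% = reference compound; higher means more ethidium bromide displaced from hairpin DNA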
MEKK2wt PB1 HTS = raises or lowers MEK5 binding to wildtype human MEKK2 PB1 domain; 290,000 compounds, 1.1% hits; bead flow cytometry, Alexa488-MEK5 binding to MEKK2 WT; actives lie on both sides; binding response (% of control), % at 10 µM; Q9Y2U5; in the data active = binding response below about 67% or above about 130%; inconclusive = no clear call, values can overlap the other calls; inactive = in between
Starred values were filed as active, the others as inactive; ? = inconclusive; nt = no result given.

SMILES	NALP1 inh	GPR7 antagonist	PHOSPHO1 block	M18AAP inhibitor	MEKK3 PB1 HTS	OXTR ag	MEKK2 mut-MEK5	DNA FID counter	MEKK2wt PB1 HTS
CC(C)(C)NCC(O)CON=C1c2ccccc2-c2ccccc21 (stereo unspecified)	11	17	-18	-6	91	5.1	-6	45*	106
COc1ccc(-n2cc(CN(C)C3CCOCC3)c(-c3cccc(F)c3)n2)cc1	6	6	31	2	95	2.3	2	14	107
CCC(C(=O)N1CCOCC1)n1c2ccccc2c2nc(=O)cc(C)n21 (stereo unspecified)	8	-9	33	-4	102	-0.1	2	-21	108
CCOC(=O)NC(NCc1cccc(C(F)(F)F)c1)(C(F)(F)F)C(F)(F)F	6	-9	-15	-5	100	25*	-1	-13	100
CCCc1ccc(C(=O)/C=C/N(C)C)cc1	5	-18	22	0	97	-1.0	-1	-8	95
CCN(CC)CCNC(=O)c1ccccc1N	13	-9	17	-1	100	1.2	2	1	96
Cc1ccc(NC(=O)c2cc(NC(=O)c3ccco3)ccc2N2CCCCC2)cc1	5	-9	-4	-4	100	-1.2	4	-1	98
CC(CN1CCCC1)C(=O)NN (stereo unspecified)	14	-5	-7	3	100	0.7	-1	0	102
Cc1cc(-c2nnnn2-c2ccc(C(F)(F)F)cc2)no1	-1	-3	4	-15	99	-3.4	3	-3	96
CCN(CC)CCNC(=O)c1cc(S(=O)(=O)N2CCc3ccccc32)cn1C	28	0	33	4	101	-0.1	6	13	108
CCCCCCOc1ccc(C(CC(=O)NC)C(=O)O)cc1 (stereo unspecified)	1	-4	32	3	104	-0.8	0	-23	104
COC(=O)c1c(NC(=O)C(C)C)sc(C(=O)N2CCOCC2)c1C	-8	-4	28	31*	95	-0.3	5	-21	102
Cc1ccc2cccc(SCC(=O)Nc3ccc(F)cc3)c2n1	8	-7	27	-2	99	1.6	0	-19	100
O=C(CSc1ncnc2c1oc1ccccc12)Nc1cccc(C(F)(F)F)c1	21	-16	13	1	101	0.1	0	-4	106
COc1ccc(-n2nc3c(N4CCC(C(=O)NCCc5ccco5)CC4)nnc(C)c3c2C)cc1	14	-11	17	-7	103	-2.8	2	10	112
C/C(=N\Nc1nc2ccccc2s1)c1ccc2c(c1)OCO2	34	0	-10	21	103	-0.7	-1	4	105
CCCCOC(=O)C1=C(C)NC(=O)NC1c1ccc(N(C)C)cc1 (stereo unspecified)	2	-4	14	12	104	-1.9	10	-17	106
COc1ccc(OC)c(C2NC(=O)NC(C)=C2C(=O)OCc2ccccc2)c1 (stereo unspecified)	8	-10	24	-10	103	2.0	7	-20	105
O=C(Nc1ccc(NC(=O)C23CC4CC(CC(C4)C2)C3)cc1)c1cc(F)c(F)cc1Cl	15	-5	-9	0	114	0.8	2	1	110
O=C(Cn1ncc2c3ccccc3n(Cc3ccccc3)c2c1=O)NCc1ccco1	nt	7	22	-7	106	0.6	2	-4	102
COc1ccc(CC(=O)N2CCC(Nc3nc4ccccc4n3Cc3ccc(F)cc3)CC2)cc1	2	-7	22	4	96	9.5	4	-4	111
Cc1ccc(CNC(=O)CN(Cc2ccccc2)S(C)(=O)=O)cc1	9	-9	-17	1	108	-0.2	1	-14	100
CC(C)(C)c1ccc(C(=O)/C=C2\NC(=O)CS2)cc1	18	4	52	13	103	-0.4	2	-11	102
Cc1cc(/C=N/NC(=O)CC2(C)OCCO2)c(C)n1-c1ccc(Cl)c(Cl)c1	9	-10	-2	-2	99	6.8	7	-14	101
Cc1ccc(S(=O)(=O)NC2CC2)cc1[N+](=O)[O-]	16	-4	nt	-12	102	1.2	2	-1	107
More results
SMILES	NALP1 inh	GPR7 antagonist	PHOSPHO1 block	M18AAP inhibitor	MEKK3 PB1 HTS	OXTR ag	MEKK2 mut-MEK5	DNA FID counter	MEKK2wt PB1 HTS
Cc1cc(C)n2c(SCC(C)C)nnc2n1	-12	15	45	-5	103	-1.4	-9	1	98
Cc1onc(-c2c(F)cccc2Cl)c1C(=O)N1C=CC(C(F)(F)Cl)=NCC1	4	-15	12	-6	96	0.9	-7	0	89
c1c2c(cc3sc(N4CCCCC4)nc13)OCCO2	34	-19	-5	-1	100	-2.3	2	-14	106
COc1cc(Cn2nnc3ccccc32)cc(Br)c1O	5	-24	29	2	98	4.9	9	-8	105
Cc1cc(NS(=O)(=O)c2ccc(NC(=O)c3ccc([N+](=O)[O-])c(Cl)c3)cc2)no1	11	10	25	8	104	-0.6	-1	-27	102
O=C(CCCC(=O)NC1CCCCC1)Nc1ccc([N+](=O)[O-])cc1	6	13	14	-2	104	0.5	-5	-5	99
CC(/C=C/c1ccccc1)=N\Nc1nc2c(c(=O)[nH]c(=O)n2C)n1CCO	nt	-10	8	20	93	-0.1	-8	-4	85
CCCN(C(=O)CSc1nc2ccccc2n1CC)C1CCS(=O)(=O)C1 (stereo unspecified)	21	-10	20	-13	100	-0.3	3	-26	105
Cc1ccc(N2C(=S)SC3CS(=O)(=O)CC32)cc1 (stereo unspecified)	14	-11	-17	3	102	0.3	0	1	101
O=C(NC(=S)NNC(=O)c1cnccn1)c1ccc(F)cc1	0	-13	-23	2	100	-1.0	-12	-7	95
O=C(CSc1n[nH]c(-c2cccnc2)n1)Nc1ccccc1	6	-9	6	-4	110	0.3	20	-1	101
CN(c1ccc(C(=O)Nc2ccc(CC#N)cc2)cc1)S(C)(=O)=O	19	-4	-14	2	106	1.6	-43	-5	102
C/C=C/C(=O)N1CC2(CC(c3cccc(NC(=O)CCCCC)c3)=NO2)C[C@H]1C(N)=O (stereo partly specified)	10	nt	0	nt	89	nt	5	nt	91
COc1ccc(CC(=O)n2[nH]c(=O)cc(C)c2=O)cc1OC	1	-2	12	-3	113	-0.6	4	-11	115
COC(=O)N/N=C/c1ccccc1OCc1ccccc1	38	-7	6	-1	102	-2.1	-2	-7	102
COc1ccc(CC(=O)NNC(=O)c2ccc(SCc3cc(F)ccc3F)c([N+](=O)[O-])c2)cc1	16	-1	15	-1	?	0.6	-27	1	?
CCn1c(SCC(=O)Nc2cc(C)ccc2C)nnc1-c1cnccn1	6	-2	9	1	99	-0.6	-6	-9	98
CCc1nn(CC(=O)NCc2ccccc2Cl)c(=O)c2cccn12	-8	4	22	5	103	9.9	7	-18	100
OC(COc1ccccc1)CSc1ncn[nH]1 (stereo unspecified)	11	-12	1	12	104	0.2	10	-2	103
O=C1c2cccc(OCC(=O)N3N=C(c4cccs4)CC3c3ccc(F)cc3)c2CCN1Cc1cccnc1 (stereo unspecified)	7	4	-15	-14	102	-1.3	-1	-4	92
O=C(O)CN1C(=O)CC(Cc2ccc(Cl)cc2)C1=O (stereo unspecified)	0	-8	3	-2	104	-0.6	4	-1	99
Cn1cc(CN2CCCC(CNS(=O)(=O)c3cccc4cccnc34)C2)cn1 (stereo unspecified)	5	0	18	-1	102	0.2	7	0	108
CC1(C)OC(=CC=Nc2ccc(Cl)cc2)OC1(C)C	23	-12	4	-7	85	0.3	-19	-22	85
CC1CN(CCOCCOc2ccccc2-c2ccccc2)CC(C)O1 (stereo unspecified)	11	-12	3	3	108	-0.8	5	8	113
COc1cc(/C=N/NC(=O)Cc2csc(C)n2)ccc1OCC(C)C	7	-7	49	1	97	-1.1	-7	-30	95
Remaining list, next part:
SMILES	NALP1 inh	GPR7 antagonist	PHOSPHO1 block	M18AAP inhibitor	MEKK3 PB1 HTS	OXTR ag	MEKK2 mut-MEK5	DNA FID counter	MEKK2wt PB1 HTS
CC(C)CNC(=O)CN(c1ccccc1)S(=O)(=O)c1ccccc1[N+](=O)[O-]	21	-3	32	7	96	-0.2	-8	-13	93
CCOc1ccccc1NC(=O)C(OC(=O)C1CC1)c1ccccc1 (stereo unspecified)	nt	-17	43	1	89	-2.3	-13	-25	91
Cc1nc(N)nc(Nc2ccc(C#N)cc2)c1Br	-3	-4	33	-7	95	2.0	-13	-4	101
COc1ccc(N2CCN(C(=O)C3CCN(C(=O)c4ccccc4Cl)CC3)CC2)cc1	-1	1	6	6	97	0.6	3	-35	97
Cc1c(Cl)c(-c2n[nH]c(=S)n2Cc2ccco2)nn1C	-1	-8	80*	6	104	-0.5	1	-8	105
OCC1OC(n2cnc3c(NC4CCCCC4)ncnc32)C(O)C1O (stereo unspecified)	11	3	44	-4	100	0.8	2	-6	97
CN1CCN(C/C(=C2/N=C(c3ccccc3)OC2=O)N(C)C)CC1	32	10	-8	-3	105	2.2	8	14	109
COc1cc(CN2CCC(n3nccc3NC(=O)c3ccccc3OC)CC2)ccc1F	19	3	9	3	104	1.0	9	10	109
COCCNC(=O)c1ccc(N2CC3CC(C2)c2cccc(=O)n2C3)c(NC(=O)c2ccc(Br)o2)c1 (stereo unspecified)	23	-7	24	1	101	1.2	2	-19	97
CCN1CCN(Cc2c(C(=O)N/N=C(\C)c3ccc(Cl)cc3)nnn2-c2nonc2N)CC1	14	3	27	2	100	0.7	4	13	103
O=C(/C=C/c1ccncc1)c1ccc(NC(=O)c2ccccc2F)cc1	27	19	-6	-4	89	2.1	-4	-12	96
CC1CN(c2ccccc2)CCN1Cc1nc(Cc2ccccc2)no1 (stereo unspecified)	5	4	28	-9	79	-2.8	-15	-27	70
C=CCSc1nc(-c2ccccc2)c2cc(Cl)ccc2n1	37	-13	-11	-11	100	-1.7	-5	-2	97
CNc1ccccc1C(C)(C)c1ccn[nH]1	9	2	4	1	99	0.5	-4	-2	97
COC(=O)c1cn(CC(=O)Nc2ccccc2C)c2ccccc12	22	-9	14	-4	107	1.8	2	-16	107
c1cncc(-c2nc(NCCCN3CCOCC3)c3c4c(sc3n2)CCC4)c1	9	-13	-4	2	112	1.2	-1	11	107
Cc1oc2c(O)c(O)ccc2c(=O)c1-c1cnn(-c2ccccc2)c1	-8	17	34	32*	100	0.6	4	2	98
N#Cc1c(NC(=O)CSc2nc(-c3ccco3)cc(C(F)(F)F)n2)sc2c1CCCC2	-8	-8	45	14	99	0.5	-5	-5	98
CCCn1c(Nc2ccc(Cl)cc2)nc2ccccc21	7	-2	21	-2	105	-1.8	-2	3	104
Cc1ccc(/C=C2\SC(=S)N(/N=C/c3cc([N+](=O)[O-])ccc3O)C2=O)o1	3	0	60	40*	87	2.1	-19	-9	70
COc1ccc(Cl)cc1C(=O)N(Cc1nc(-c2cccc(C)c2)no1)C(C)C	-12	-17	-11	9	101	0.8	7	-14	100
CCOc1ccc(NC(=O)CN(C)C(=O)C2CCCC2)cc1OCC	7	-12	-1	-2	105	-0.2	6	-9	102
COCCNC(=S)N(CCCN(C)C)Cc1cc2cc3c(cc2[nH]c1=O)OCCO3	11	-6	8	4	105	-0.2	7	1	106
O=C(COc1ccccc1Cl)N1CCc2ccccc2C1	6	0	8	10	106	-1.4	3	-27	109
COc1ccc(C(C(=O)NC2CCCCC2)N(C(=O)CCl)c2ccccc2Cl)cc1 (stereo unspecified)	11	-10	-5	1	103	-0.9	-1	-1	100

Reprinted at random: 6 entries already listed.
SMILES	NALP1 inh	GPR7 antagonist	PHOSPHO1 block	M18AAP inhibitor	MEKK3 PB1 HTS	OXTR ag	MEKK2 mut-MEK5	DNA FID counter	MEKK2wt PB1 HTS
Cc1c(Cl)c(-c2n[nH]c(=S)n2Cc2ccco2)nn1C	-1	-8	80*	6	104	-0.5	1	-8	105
COc1ccc(C(C(=O)NC2CCCCC2)N(C(=O)CCl)c2ccccc2Cl)cc1 (stereo unspecified)	11	-10	-5	1	103	-0.9	-1	-1	100
CN1CCN(C/C(=C2/N=C(c3ccccc3)OC2=O)N(C)C)CC1	32	10	-8	-3	105	2.2	8	14	109
COCCNC(=O)c1ccc(N2CC3CC(C2)c2cccc(=O)n2C3)c(NC(=O)c2ccc(Br)o2)c1 (stereo unspecified)	23	-7	24	1	101	1.2	2	-19	97
COc1ccc(N2CCN(C(=O)C3CCN(C(=O)c4ccccc4Cl)CC3)CC2)cc1	-1	1	6	6	97	0.6	3	-35	97
CCN1CCN(Cc2c(C(=O)N/N=C(\C)c3ccc(Cl)cc3)nnn2-c2nonc2N)CC1	14	3	27	2	100	0.7	4	13	103

Source: PubChem BioAssay
